# From PubChem
# VCAM1 TNFa inh = reduces TNF alpha induced VCAM1 expression in HUVEC. HUVEC TNFa-induced VCAM-1 immunofluorescence, high-content imaging. inhibition, % at 2 µM. actives 0.48% (n = 95,000);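 active = inhibition above the batch mean plus 3 SD, with images confirmed as a hit by eye, cut at about 37% in these data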;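 note: 0% = TNF-stimulated DMSO wells and 100% = unstimulated control wells; not every result past the cut was called active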
# PTPN22 act = LYP (human) phosphatase activation; Q9Y2R2; recombinant LYP, DiFMUP fluorescence; 0 = plate median, 100 = signal doubled; activation, % at 2 µM; actives 0.11% (n = 96,000);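 active = activation at 2 µM above a set limit, the mean plus 5 SD, cut at about 37% in these data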
# HUVEC tox TNFa = HUVEC cytotoxicity counter-screen, TNF alpha stimulated. HUVEC TNFalpha-stimulated, Hoechst cell count, imaging. cell count reduction, % at 2 µM. actives 0.17% (n = 93,000). AID 848;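 active = cell count reduction exceeding the screen mean by over 5 SD, scaled to untreated wells per plate, cut at about 78% in these data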;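 note: cells counted after 24 h of TNF alpha exposure following the 1 h pretreatment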
# F-actin modifier = modifiers of cytoskeleton assembly | inhibition, % at 2 µM | actives 0.18% (n = 91,000) | HUVEC TNFa F-actin phalloidin imaging, high content;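 active = inhibition above the batch mean plus 3 SD and confirmed as a hit by visual image inspection, cut at about 30% in these data, passing the limit was not always enough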; note: strong numbers were not always called active
# PTPN22 inh 2 = LYP (human) phosphatase inhibition; actives 0.21% (n = 96,000); recombinant LYP catalytic domain, DiFMUP fluorescence; Q9Y2R2; AID 640; inhibition, % at 2 µM;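 active = inhibition at 2 µM at or above a set limit, the screen mean plus 3 SD, cut at about 24% in these data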;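 note: 0% = DMSO with enzyme and 100% = enzyme fully blocked by orthovanadate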
# ERa coact inh = blocks coactivator binding to human estrogen receptor alpha; actives 1.7% (n = 86,000); P03372; TR-FRET ER-alpha LBD / SRC-1 peptide, estradiol-bound; inhibition, % at 25.6 µM; AID 629; in the data active = inhibition above about 50%;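 note: 0% = receptor plus peptide control and 100% = peptide only without receptor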
# PTK2B oligo ant = Pyk2 (human) oligomerization antagonism; Q14289; Q293 cells, Pyk2 FERM NanoBiT luminescence; stronger effect = lower value; z-score (the deposit names both 25 µM and 10 µM); actives 0.83% (n = 99,000); AID 1347419;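 active = Z-score of -3 or lower, scaled per plate to the spread of control and sample wells; inactive = z-score above -3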;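 note: negative z-score means lost luminescence so less FERM oligomerization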
# HUVEC tox IL1B = toxic to HUVEC cells under IL-1B stimulation. cell count reduction, % at 2 µM. actives 0.41% (n = 94,000). AID 845. HUVEC cell count loss, Hoechst imaging, IL-1B stimulated;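 active = cell count reduction more than 3 SD above the screen-wide mean, cut at about 70% in these data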;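 note: normalized per plate to untreated control cells as the no-loss baseline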
# FAK inh = FAK (human) kinase inhibition. Q05397. biochemical FAK kinase activity assay. inhibition, %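 (tested at 7 µM)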. actives 0.84% (n = 97,000). AID 727; in the data active = inhibition above about 19%;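 note: 0% = DMSO and 100% = reference compound high control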
# Target sequence (Q05397 whole entry, looked up): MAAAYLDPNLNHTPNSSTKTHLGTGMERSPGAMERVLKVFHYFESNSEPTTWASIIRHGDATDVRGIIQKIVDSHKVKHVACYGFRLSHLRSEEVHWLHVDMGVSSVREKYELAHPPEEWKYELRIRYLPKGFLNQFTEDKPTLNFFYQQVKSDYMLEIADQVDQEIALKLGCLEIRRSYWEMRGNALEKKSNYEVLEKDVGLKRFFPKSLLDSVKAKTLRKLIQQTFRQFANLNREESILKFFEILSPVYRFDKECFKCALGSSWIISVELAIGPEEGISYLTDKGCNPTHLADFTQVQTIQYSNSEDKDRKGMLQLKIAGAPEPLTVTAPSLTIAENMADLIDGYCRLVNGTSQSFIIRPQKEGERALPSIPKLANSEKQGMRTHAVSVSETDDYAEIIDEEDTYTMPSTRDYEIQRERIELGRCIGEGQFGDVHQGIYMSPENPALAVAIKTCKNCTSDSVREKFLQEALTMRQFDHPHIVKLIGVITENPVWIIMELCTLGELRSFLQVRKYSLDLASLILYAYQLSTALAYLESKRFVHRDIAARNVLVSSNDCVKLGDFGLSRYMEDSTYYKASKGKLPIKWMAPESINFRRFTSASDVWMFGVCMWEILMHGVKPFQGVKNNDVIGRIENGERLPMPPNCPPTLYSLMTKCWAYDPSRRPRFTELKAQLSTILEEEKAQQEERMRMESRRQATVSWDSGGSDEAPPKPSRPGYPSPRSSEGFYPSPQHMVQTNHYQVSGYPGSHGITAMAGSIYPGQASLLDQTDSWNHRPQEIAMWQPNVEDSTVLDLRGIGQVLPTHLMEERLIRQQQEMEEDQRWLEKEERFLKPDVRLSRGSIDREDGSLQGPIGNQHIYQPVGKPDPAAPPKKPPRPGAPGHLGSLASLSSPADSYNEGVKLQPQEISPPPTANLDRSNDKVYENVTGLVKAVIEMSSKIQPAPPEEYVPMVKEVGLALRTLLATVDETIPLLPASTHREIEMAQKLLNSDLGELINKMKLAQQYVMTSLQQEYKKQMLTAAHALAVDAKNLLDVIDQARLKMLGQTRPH
# * marks the source's active call; other numbers are inactive results; · = not tested or not shown; [ ] = another dose, or the depositor's remark.
# A first look (4 entries):
SMILES,VCAM1 TNFa inh,PTPN22 act,HUVEC tox TNFa,F-actin modifier,PTPN22 inh 2,ERa coact inh,PTK2B oligo ant,HUVEC tox IL1B,FAK inh
C=CCOC(=O)C1=C(C)Nc2nnnn2C1c1cccs1 (configuration not stated),13,4,-3,-5,-1,-10,0.03,-6,-5
Cn1c(NC(=O)c2ccco2)cc(=O)n(C)c1=O,23,18,-14,-9,-21,-7,0.47,-39,-1
COc1ccc(S(=O)(=O)Nc2ccc(NC(C)=O)cc2)cc1OC,1,-3,-45,6,-1,-15,-0.81,-27,-2
CCCOc1ccc(/C(O)=C2/C(=O)C(=O)N(CCN(C)C)C2c2ccncc2)cc1 (configuration not stated),19,1,-18,-4,-3,0,0.45,-36,0

# Main list (from the top)
SMILES,VCAM1 TNFa inh,PTPN22 act,HUVEC tox TNFa,F-actin modifier,PTPN22 inh 2,ERa coact inh,PTK2B oligo ant,HUVEC tox IL1B,FAK inh
C=CCOC(=O)C1=C(C)Nc2nnnn2C1c1cccs1 (configuration not stated),13,4,-3,-5,-1,-10,0.03,-6,-5
Cn1c(NC(=O)c2ccco2)cc(=O)n(C)c1=O,23,18,-14,-9,-21,-7,0.47,-39,-1
COc1ccc(S(=O)(=O)Nc2ccc(NC(C)=O)cc2)cc1OC,1,-3,-45,6,-1,-15,-0.81,-27,-2
CCCOc1ccc(/C(O)=C2/C(=O)C(=O)N(CCN(C)C)C2c2ccncc2)cc1 (configuration not stated),19,1,-18,-4,-3,0,0.45,-36,0
Cc1ccccc1N1CCN(c2ncnc3c2cnn3Cc2ccc(Cl)cc2)CC1,-20,-5,·,-13,3,-5,-0.29,0,8
O=C(COc1ccc(S(=O)(=O)NC2CCCCC2)cc1Cl)Nc1ccc2c(c1)OCO2,1,-5,10,·,6,-7,0.35,5,1
O=C(CSc1nnc(CNC(=O)c2cccs2)o1)Nc1ccc2c(c1)OCO2,5,0,-9,-6,3,21[fluorescence artefact?],-0.24,-22,2
Cc1cc(C)n2nc(S(=O)(=O)NCCc3ccccc3)nc2n1,12,6,-19,-8,-7,-3,·,5,-1
COc1ccc(-n2c(=S)[nH]c3cc(C(=O)NCCCN4CCCC4=O)ccc3c2=O)c(OC)c1,26,-4,5,-8,5,-6,-0.5,-5,-2
O=C(O)c1ccc(S(=O)(=O)N2CCC(c3nc(-c4ccccc4Cl)no3)CC2)cc1,5,2,-22,-48,-3,16,-0.22,-38,-9
O=C(O)C1CC(O)CN1C(=O)c1ccco1 (configuration not stated),4,-2,-9,28,3,·,0.34,-21,1
CCn1c(SCC(=O)Nc2ccc(C(=O)OC)cc2)nc2cccnc21,4,-4,-17,-6,5,-18,0.09,-8,-1
Cc1cccc(N2CCN(C(=O)c3cc4n(n3)C(C(F)(F)F)CC(c3ccco3)N4)CC2)c1C (configuration not stated),3,1,-17,-12,-2,·,-1.3,-15,7
Cc1ccc2ccccc2c1Cn1c(-n2ccnc2)nc2c1c(=O)n(C)c(=O)n2C,8,-9,-30,35,11,-2,0.09,-6,-1
O=C(CSc1nc2ccccc2s1)c1cc2ccccc2o1,19,-5,-26,0,8,3,1.1,-35,-1
Cc1ccccc1CS(=O)(=O)CCC(=O)N1CCN(c2ccc(N3CCOCC3)nn2)CC1,-12,3,-1,-4,-6,1,0.74,-5,-2
COc1c(Cl)cc(-c2noc(C)c2C(=O)NCCc2ccc(C)cc2)cc1Cl,18,4,9,-11,-7,-5,·,7,-3
Cc1nc(-c2ccc3c(c2)OCO3)cs1,15,6,35,-28,-6,6,1.6,-3,0
Cc1n[nH]c(C)c1-c1nc2ccccc2[nH]1,3,4,-16,2,-5,6,0.89,1,24*
O=C(Nc1ccc(Cl)c(Cl)c1)Oc1ccc(NC(=O)c2ccco2)cc1,8,7,-29,7,-10,·,0.35,-9,0
COc1ccc2[nH]c3c(NCc4ccco4)ncnc3c2c1,25,-4,33,41,8,6,·,-19,18
OCCOCCOCCn1c2ccccc2c2ccccc21,-10,-2,-12,38,-2,-11,-0.29,16,6
OCC1CCCN1C(=S)Nc1ccccc1 (configuration not stated),0,-7,-6,21,11,·,0.36,15,5
O=C(O)CSCC(=O)Nc1ccc(C2CCCCC2)cc1,1,13,-5,3,-13,-5,-0.41,-8,0
COc1ccc(Nc2nc(NCc3ccco3)nc(N/N=C/c3ccccc3)n2)cc1,-12,-3,19,-4,8,·,-3.2*,-4,3
COC(=O)c1ccc(C(=O)OC)c(NC(=O)c2cc3ccccc3o2)c1,12,1,-14,-11,-9,15[fluorescence artefact?],·,-26,-5
COC(=O)c1ccccc1NC(=O)Nc1ccc2c(c1)OCO2,-16,1,-17,-1,1,6,-0.67,-36,0
Clc1ccc(CSc2ncccn2)cc1,4,18,-4,-3,-13,-8[fluorescence artefact?],1.1,6,2
COc1ccc(-c2csc(N(CCc3ccc(OC)c(OC)c3)C(=O)COc3ccccc3)n2)cc1,-2,17,-12,-4,-11,·,-0.06,-3,1
NS(=O)(=O)c1ccc(NS(=O)(=O)c2cccs2)cc1,11,34,-15,15,-35,-4,0.24,-6,-17
Cn1c(CNC(=O)c2ccc(Cl)cc2)nnc1SCC(=O)Nc1sc2c(c1C#N)CCCC2,3,-8,-19,-1,7,37[fluorescence artefact?],-0.25,7,10
O=C(NC1CCS(=O)(=O)C1)c1ccc(-c2ccc(Br)cc2)o1 (configuration not stated),-9,2,-1,-31,-3,-4,0.91,-18,0
COCCCNC(=O)c1ccc(CNS(=O)(=O)c2ccc(NC(C)=O)cc2)cc1,·,-10,·,·,7,0,0.29,-12,-3
COC(=O)Cc1c(O)ccn(Cc2ccc(F)cc2)c1=O,8,6,-28,26,-1,·,-1.3,·,1
CC1(C)CC(=O)C=C(Nc2cc(-c3ccccc3)[nH]n2)C1,-5,0,4,-19,-2,8,-1.5,9,2
CC1CCCC(NC(=O)CSc2nnc(N)s2)C1C (configuration not stated),10,-5,-3,-21,4,-6,0.27,-10,2
CCOC(=O)NNC1CC(=O)N(c2ccc(OC)cc2)C1=O (configuration not stated),17,3,7,-7,0,·,0.56,-11,0
CN(CC(=O)Nn1cnnc1)S(=O)(=O)c1cc(Cl)ccc1Cl,-20,-7,-12,-1,2,-23,-0.52,-33,-1
O=C(Cn1nnc(-c2ccccc2NC(=O)c2ccccc2F)n1)NCc1ccco1,-3,3,-38,-10,-2,29,-1.9,-2,-5
O=C(COC(=O)c1cccnc1)Nc1ccccc1,6,7,-16,-3,-7,-28,-0.09,-6,-2
CN(CCOc1ccccc1)S(=O)(=O)c1ccc2oc3ccccc3c2c1,-16,4,-18,0,0,·,-1.4,-65,4
O=c1cc(O)c(-c2ccccc2Cl)c(Cl)[nH]1,19,5,-13,3,-4,16,-2.5,-6,-1
CCOc1ccccc1C1CC(=O)Nc2cc3c(cc21)OCCO3 (configuration not stated),68,4,46,-11,-4,1[fluorescence artefact?],-2,6,-2
COc1ccc(OC)c(NC(=O)C2CCN(S(C)(=O)=O)CC2)c1,0,3,-4,14,1,0,0.27,-3,-3
Cc1ccc(CCNC(=O)C2CCCN(S(=O)(=O)c3cnc[nH]3)C2)cc1 (configuration not stated),3,-3,0,-1,2,-5,·,8,1
Cc1cc(C)nc(NC2=NCC(=O)N2c2ccccc2)n1,5,-11,5,10,13,-8,1.1,-11,0
Cc1ccccc1NC(=S)NCCc1ccccn1,-12,2,-41,22,-2,·,1.3,3,-3
COc1ccc(OC)c(NC(=O)CCN2CCN(Cc3ccccc3)CC2)c1,1,3,-36,12,-4,2,0.88,-12,4
Cc1c(C(=O)N2CCCC2)sc(NC(=O)c2ccc(Cl)cc2)c1C#N,3,-5,·,4,4,4,-0.38,2,-6
CCCCOc1ccc(N(CC(=O)NC2CCCC2)C(=O)CCC(=O)Nc2ccccn2)cc1,-28,-14,-36,24,11,-9,0.8,·,-10
Cc1onc(-c2ccccc2)c1C(=O)Nc1ccc(S(=O)(=O)N2CCCCC2)cc1,18,-6,-19,13,6,-3,·,-18,-1
CNC(=O)CN(c1ccc2c(c1)OCCO2)S(C)(=O)=O,15,0,-19,-2,-2,7,0.72,-34,-1
Cc1cc(C)c(NC(=O)/C(=C/c2ccco2)c2ccccc2)c(C)c1,0,4,·,-10,-2,·,0.35,-9,1
CCOC(=O)C(NC(=O)CC)(Nc1ccccc1OC)C(F)(F)F (configuration not stated),-21,16,-1,13,-17,-10,-0.76,-14,-1
COc1ccc2cc3cc(C(=O)NCc4cccs4)oc3nc2c1,1,6,-7,11,-2,38,0.87,22,13
O=C(CN1C(=O)c2cccnc2C1=O)c1ccccc1,-11,-3,-40,-11,5,21,0.27,-7,-1
CCOc1cc(C(=O)Nc2ccon2)cc(OCC)c1OCC,4,13,·,-1,-12,-18,-0.72,-60,-3
O=C(CCCn1c(SCC(=O)c2ccc(O)c(O)c2)nc2ccccc2c1=O)NCC1CCCO1 (configuration not stated),-19,-17,-20,-24,15,39,-1.1,-40,5
COc1ccc(OC)c(-c2cc(C(=O)Nc3c(C)nn(Cc4ccccc4C)c3C)no2)c1,-5,-2,6,15,1,-1,0.89,-6,5
O=C(CN1C(=O)CSC1=O)Nc1ccccc1N1CCOCC1,-12,-4,-8,0,2,-3,0.36,-28,0

# Further structures follow.
SMILES,VCAM1 TNFa inh,PTPN22 act,HUVEC tox TNFa,F-actin modifier,PTPN22 inh 2,ERa coact inh,PTK2B oligo ant,HUVEC tox IL1B,FAK inh
Cc1ccc(N(CC(O)CN2CCCC2)S(=O)(=O)c2ccccc2)cc1 (configuration not stated),-34,-9,-32,11,7,-6,-0.19,-3,0
C=CCOc1cccc(CNn2cn[nH]c2=S)c1,3,-13,-6,1,14,·,0.37,-15,2
COCCn1nnnc1C(c1cc2cc(C)ccc2[nH]c1=O)N1CCN(C2CCCCC2)CC1 (configuration not stated),-8,-6,-13,15,5,-6,0.16,13,4
O=C(CN1CCN(S(=O)(=O)c2ccc(Cl)cc2)CC1)Nc1ccc(F)cc1F,27,1,-15,-2,-1,7[fluorescence artefact?],0.37,22,-3
O=C(NCC1CCCO1)C12CN(Cc3ccccc3)CC1C(c1cccc([N+](=O)[O-])c1)=NO2 (configuration not stated),6,16,-16,-12,-19,·,·,-2,-5
Cc1[nH]n(-c2ccccc2)c(=O)c1C(C[N+](=O)[O-])c1ccccc1Cl (configuration not stated),-22,-12,-37,10,11,·,-0.82,8,0
O=C(OCn1nnc2ccccc2c1=O)c1cn(-c2ccccc2)nc1-c1cccnc1,-1,4,-24,-10,-4,68*,-4.1*,-7,6
CCOC(=O)CNc1nc(C#N)nc(N2CCOCC2)n1,10,4,-2,-81,-5,-8,0.25,19,1
CCOC(=O)c1c2c(n(C)c1COC)C(=O)C(=O)c1ccc(Br)cc1-2,-23,-3,-26,0,4,85*,·,-16,52*
Cc1ccc(N2C(=O)c3ccccc3C2Nc2ccc(S(=O)(=O)N3CCOCC3)cc2)nc1 (configuration not stated),2,-5,-18,12,2,9[fluorescence artefact?],·,1,-3
Cn1c(NC(=O)c2ccc3c(c2)OCO3)cc(=O)n(C)c1=O,-4,1,3,-2,-2,0,·,0,-1
Cc1cccc(NC(=O)CSc2ncnc3nc[nH]c23)c1C,10,-4,-14,9,7,·,0.47,-8,-10
COc1ccc(CNC(=O)c2cc3c(=O)n4ccccc4nc3n(Cc3cccnc3)c2=N)cc1,-15,15,-17,-3,-15,78*[fluorescence artefact?],-0.12,-25,5
O=C(CN1CCOCCOCCOCC1)Nc1ccccc1,5,6,-6,3,-7,·,0.5,8,0
Cc1c(NC2=C(Cl)C(=O)N(c3ccccc3)C2=O)c(=O)n(-c2ccccc2)n1C,-5,-11,-12,30,9,2,-0.48,-2,3
O=C(OCc1nnc(-c2ccc(Cl)cc2)o1)c1ccc(=O)n(Cc2ccccc2)n1,11,-1,-30,1,-3,-11,-0.66,-16,-2

# Compounds were not picked by outcome, and some 3.8% of all compounds hit somewhere here.
